High-throughput results: PubChem BioAssay, several laboratories
TRPC4 agonist = activators of mouse TRPC4 channel | HEK293 TRPC4beta/mu-opioid, Fluo4 calcium fluorescence; active compounds read high | B-score at 10 µM | hit rate 0.49% among 310,000 | Q9QUQ5;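 active = B-score above 5 SD of library B-scores, and initial fluorescence ratio not above library mean plus 5 SD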;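 note: positive B-score marks a calcium rise read as TRPC4 activation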
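System – HEK293 cells stably co-expressing mouse TRPC4beta and mu-opioid receptor · Signal – Fluo4 calcium-sensitive dye fluorescence, kinetic, 1 Hz baseline · Benchmarks – buffer (low) and maximal DAMGO (high) · Read-out – B score of integrated fluorescence ratio per well · Incubation – dye loading 45 min room temperature, 110 s kinetic read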
TRPC4 potent = TRPC4 (mouse) allosteric potentiation. hit rate 0.42% among 310,000. Q9QUQ5. AID 2227. HEK293 TRPC4beta/mu-opioid, DAMGO EC20, Fluo-4 Ca2+ flux; active compounds read high. B-score at 10 µM;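 active = B-score of calcium response area above 5 SD of library B-scores, with initial fluorescence ratio within 5 SD of library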;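 note: B-score of integrated fluorescence ratio over time as area under calcium response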
TRPC4 block = blocks the mouse TRPC4 cation channel | HEK293 TRPC4beta/mu-opioid, DAMGO-evoked Fluo4 calcium flux; active compounds read low | hit rate 0.39% among 300,000 | Q9QUQ5 | AID 2247 | B-score at 10 µM;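 active = B-score over 3 SD under the library average, no early fluorescence shift, positive overall ratio signal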
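Material: HEK293 cells with stable TRPC4beta plus mu-opioid receptor expression; probe or stimulus: DAMGO in two steps, submaximal then maximal; technique: Fluo4 calcium fluorescence by kinetic imaging, 5 s 1 Hz baseline; measure: integrated fluorescence ratio relative to baseline, converted to per-well B score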
TRPC6 activator = activates the mouse TRPC6 cation channel; HEK293-TRPC6 membrane potential dye fluorescence; active compounds read high; B-score at 10 µM; Q61143; hit rate 0.13% among 310,000;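 active = B-score of the integrated fluorescence ratio above library mean plus 3 SD, and starting fluorescence ratio within library mean plus 5 SD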;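 note: higher score means more depolarization so channel activation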
MrgX1 PAM = allosterically activates human MrgX1 receptor signaling; Q96LB2; MrgX1-HEK293, Fluo-4 calcium flux, FDSS; active compounds read high; B-score at 10 µM; hit rate 0.63% among 310,000; AID 588675;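 active = plate-corrected calcium response at least 3 library SD above typical, normal starting fluorescence, not activating the receptor alone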;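 note: compound read alongside a low EC10 to EC30 dose of BAM8-22 agonist; peak minus trough fluorescence over baseline measured at the second addition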
Target sequence (Q96LB2 whole entry, looked up): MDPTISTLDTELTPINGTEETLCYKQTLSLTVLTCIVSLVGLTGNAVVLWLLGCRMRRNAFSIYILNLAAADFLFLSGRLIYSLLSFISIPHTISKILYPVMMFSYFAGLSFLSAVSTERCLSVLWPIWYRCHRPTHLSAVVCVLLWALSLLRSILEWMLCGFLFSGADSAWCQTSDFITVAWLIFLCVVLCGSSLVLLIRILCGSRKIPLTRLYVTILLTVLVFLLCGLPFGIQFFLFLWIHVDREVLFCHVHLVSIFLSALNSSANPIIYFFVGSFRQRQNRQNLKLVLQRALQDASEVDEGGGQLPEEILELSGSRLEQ
HIF activator = HIF pathway transcriptional activation; AID 1910; hit rate 0.32% among 300,000; activation, % at 7.5 µM (by protocol); U2OS HRE-luciferase reporter, luminescence; normalized: DMSO 0%, desferrioxamine 100%;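 active = mean activation of at least 10% of the iron chelator positive control signal, with at least half of replicates also reaching 10%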
MrgX1 antag = human MrgX1 receptor antagonism, primary screen. Q96LB2. B-score at 10 µM. MRGX1-HEK293 calcium flux, Fluo-4, BAM8-22 antagonism; active compounds read low. hit rate 1.3% among 310,000;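 active = calcium-response B-score plate-corrected more than 3 library SD below zero, starting fluorescence within 5 deviations, no agonist response on first addition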;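 note: peak minus trough fluorescence over baseline after final BAM8-22 challenge near maximal dose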
MrgX1 agonist = agonists of human MrgX1 receptor | MrgX1-HEK293 cells, Fluo-4 calcium fluorescence, agonist mode; active compounds read high | B-score at 10 µM | hit rate 0.44% among 310,000 | Q96LB2;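 active = calcium response B-score plate-corrected fluorescence ratio at least 3 library SD, with starting fluorescence B-score inside 5 SD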
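Test system: HEK293 cells stably expressing human MrgX1 receptor; Input: fifteen thousand cells per well; Dosing: compound delivered in addition one of three; Schedule: overnight seeding, then 1 h dark dye loading; Technique: Fluo-4 NW calcium fluorescence; Measure: B-scored fluorescence response ratio; Controls: positive and negative controls per plate.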
AI-2 QS mod = Vibrio harveyi AI-2 quorum sensing modulation; Vibrio harveyi JMH597 AI-2 luminescence/OD600 ratio, 9 h; active compounds read low; strain lacks LuxN and CqsS sensors; 0 = neutral-control median; activity change, % at 7.5 µM; hit rate 0.4% among 300,000; AID 2094; in the data active = activity change below about -75%, passing the limit was not always enough;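 note: luminescence divided by OD600 gain over 9 h not by final OD600 alone; inactives centre near 13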
PolyA inhibitor = blocks polyadenylation in yeast reporter cells. calls only at 12 µM. hit rate 0.02% among 300,000. S. cerevisiae SKY197-pL101 polyadenylation reporter, beta-gal luminescence; efflux-impaired pdr1/pdr3 knockout yeast; score 100 = 6 SD above DMSO;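 active = lowest replicate activity score at least 50, where 100 means six control SD above control mean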;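 note: yeast exposed to compound for 9 h at 30 °C; higher score means more reporter readthrough which indicates perturbed polyadenylation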
TRPC6 inhibitor = blocks the mouse TRPC6 cation channel; HEK293-TRPC6, membrane potential dye, ACh-evoked depolarization; active compounds read low; Q61143; AID 2553; B-score at 10 µM; hit rate 1.1% among 310,000;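 active = B-score under library mean minus 3 SD, initial fluorescence not abnormally high, positive integrated signal ratio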;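 note: B-score derived from integrated fluorescence ratio over the kinetic read; more negative B-score means stronger inhibition of depolarization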
* = called active by the depositor; i = inactive; x = no result given. The list is partial; the hit share may differ from the screen's.

SMILES | TRPC4 agonist | TRPC4 potent | TRPC4 block | TRPC6 activator | MrgX1 PAM | HIF activator | MrgX1 antag | MrgX1 agonist | AI-2 QS mod | PolyA inhibitor | TRPC6 inhibitor
CSC[C@H](NC(=O)Cc1c(C)c2cc3c(C)c(C)oc3cc2oc1=O)C(=O)N[C@@H](Cc1ccccc1)C(=O)O | i | i | i | i | i | -0.3 | i | i | 16 | i | i
CN(C)c1ccc(O)c2c1CC1CC3[C@@H](N(C)C)C(=O)C(C(N)=O)=C(O)[C@]3(O)C(=O)C1=C2O (stereo not given in full) | i | i | i | i | i | -0.1 | i | i | -87* | i | i
O=C(CCS(=O)(=O)c1ccc(Cl)cc1)Nc1nnc(-c2cccs2)o1 | i | i | i | i | i | -1.3 | i | i | 17 | i | i
Cc1ccc2[nH]c(-c3ccccc3)c(CN3CCN(C)CC3)c(=O)c2c1 | i | i | i | i | i | 0.2 | i | i | 13 | i | i
Cc1c(NC(=O)COC(=O)C2(c3ccc(F)cc3)CCCC2)c(=O)n(-c2ccccc2)n1C | i | i | i | i | i | -0.1 | i | i | 20 | i | i
CC(=O)c1cccc(N(C(=O)Cn2nnc3ccccc32)C(C(=O)NC2CCCCC2)c2cn(C)nc2C)c1 (stereo not given) | i | i | i | i | i | -0.1 | i | i | 17 | i | i
CSc1c(-c2ccccc2)nc2ccc(Cl)cc2c1C(=O)O | i | i | i | i | i | 0.2 | i | i | 25 | i | i
COc1cc(/C=N/Nc2ccc(F)cc2F)cc(OC)c1OC | i | i | i | i | i | 2.1 | i | i | 15 | i | i
CCOC(=O)c1cc(NC(=O)N(C)C2CCCCC2)c(C)nc1C | i | i | i | i | i | 0.2 | i | i | 15 | i | i
Cc1ccc(-c2csc(N/N=C/c3ccco3)n2)cc1 | i | i | i | i | i | 2.9 | i | i | 3 | i | i
COC(=O)c1cccc(-c2ccc(/C=N/N3C(=O)C4C5C=CC(C6CC56)C4C3=O)o2)c1 (stereo not given) | i | i | i | i | i | -0.4 | i | i | 37 | i | i
O=c1c2ccccc2nnn1CSc1nc2ccccc2[nH]1 | i | i | i | i | i | 3.6 | i | i | 22 | i | i
NC(=O)c1cc(-c2csc(NCCc3ccccc3)n2)ccc1O | i | i | i | i | i | 0.6 | i | i | 25 | i | i
COc1ccc2c(c1)c1nnc(SCC(=O)Nc3ccccc3F)nc1n2C | i | i | i | i | i | 0.1 | i | i | 19 | i | i
O=C(Nc1ccc(F)c(Cl)c1)C1CC(=O)n2c(nc3ccccc32)N1 (stereo not given) | i | i | i | i | i | -0.5 | i | i | 3 | i | i
COc1ccc(CC(CC(=O)O)C(=O)Nc2ccccc2)cc1 (stereo not given) | i | i | i | i | i | -0.2 | i | i | 21 | i | i
Cc1nn2c3ccccc3n(CC(=O)c3cccs3)c2nc1=O | i | i | i | i | i | -0.1 | i | i | 8 | i | i
COc1ccccc1Cn1c(C)nc2ccccc21 | i | i | i | i | i | 0.1 | i | i | 8 | i | i
Cc1nnc2n(C)c(=O)c3c4c(sc3n12)COC(C)(C)C4 | i | i | i | i | i | 0.0 | i | i | 4 | i | i
COC(=O)N1CCN(c2ccc(OC)cc2)CC1 | i | i | i | i | i | 0.2 | i | i | 44 | i | i
COC(=O)c1cccc(NC(=O)c2ccc3c(c2)C(=O)N(C(C)(C)C)C3=O)c1 | i | i | i | i | i | 2.2 | -4.7* | i | 6 | i | i
Cc1ccc(OCC(=O)Oc2ccc(C(C)C)cc2)cc1 | i | i | i | i | i | 2.0 | i | i | 8 | i | i
COCCCn1c(SCC(=O)Nc2sc3c(c2C#N)CCCC3)nnc1-c1ccncc1 | i | i | i | i | i | 0.3 | i | i | 3 | i | i
Cc1cc2c(c(=O)n1Cc1ccco1)C(c1ccccc1)C(C#N)=C(N)O2 (stereo not given) | i | i | i | i | i | 0.1 | i | i | 19 | i | i
CC(=O)C12CCCCC1CC1[C@@H]3CC(C)C4=CC(=O)CC[C@]4(C)C3CC[C@@]12C (stereo not given in full) | i | 12* | i | i | x | -1.6 | x | x | 7 | i | i
Cc1cccc(Cn2c(C)nc3c(N)c(C)c(C)cc32)c1 | i | i | i | i | i | 0.1 | i | i | 20 | i | i
CS(=O)(=O)N1CCCC(C(=O)Nc2ccc3c(c2)OCCO3)C1 (stereo not given) | i | i | i | i | i | -1.7 | i | i | 21 | i | i
O=C(COC(=O)c1cccnc1Cl)NCC1CCCO1 (stereo not given) | i | i | i | i | i | 0.1 | i | i | 2 | i | i
Cc1nn(C(C)C)c(C)c1[C@@H]1C[C@H]2CN(Cc3cccc(Cl)c3)C(=O)[C@]23CCCN13 | i | i | i | i | i | -0.2 | i | i | 17 | i | i
COc1ccc(CCNC(=O)CN(c2cc(OC)ccc2OC)S(=O)(=O)c2ccccc2)cc1 | i | i | i | i | i | 0.4 | i | i | 21 | i | i
CC(C)C(=O)N1CCN(c2ccccc2NC(=O)c2ccco2)CC1 | i | i | -10* | i | i | 1.5 | i | i | 26 | i | i
O=C(COC(=O)CSc1ccc2ccccc2c1)Nc1ccccc1OC(F)F | i | i | i | i | i | -0.1 | i | i | 10 | i | i
Cc1ccc(NCC(=O)N/N=C/c2ccncc2)cc1 | i | i | i | i | i | 1.7 | i | i | 10 | i | i
COc1cccc(C(=O)NC2CC3CCCC(C2)N3CC(=O)Nc2ccccc2)c1 (stereo not given) | i | i | i | i | i | -0.5 | i | i | 55 | i | i
OC1(c2ccccn2)COc2ccccc2O1 (stereo not given) | i | i | i | i | i | 0.6 | i | i | 10 | i | i
CC(=O)c1cc(-c2ccccc2)n(CC(=O)NC(C)(C)C)c1C | i | i | i | i | i | -0.2 | i | i | 18 | i | i
O=C1OC(Cc2ccncc2)C(O)=C1C1=NCCCN1 (stereo not given) | i | i | i | i | i | 0.4 | i | i | -2 | i | i
CCCn1ncc(CN2CCN(CCc3ccccc3)C(CCO)C2)c1C (stereo not given) | i | i | i | i | i | -0.1 | i | i | 10 | i | i
CC(C)c1nnc(NC(=O)CCC(=O)N2CCC(Cc3ccccc3)CC2)s1 | i | i | i | i | i | 0.5 | i | i | 18 | i | i
O=C(NCCCCNC(=O)c1ccccc1F)c1ccccc1F | i | i | i | i | i | -1.4 | i | i | -2 | i | i
O=C(COC(=O)c1cc(Br)ccc1O)Nc1cc(S(=O)(=O)N2CCCC2)ccc1Cl | i | i | i | i | x | -0.9 | x | x | 14 | i | i
COC(=O)CCCSc1nccn1-c1ccccc1 | i | i | i | i | i | 0.1 | i | i | 27 | i | i
COc1ccc(CNC(=O)CCCCCn2c(SCC#N)nc3cc4c(cc3c2=O)OCO4)cc1 | i | i | i | i | i | 0.2 | i | i | 9 | i | i
CC(=O)NC(CCS(C)(=O)=O)C(=O)Nc1c(C)cccc1C (stereo not given) | i | i | i | i | i | -0.3 | i | i | 14 | i | i
c1ccc(-c2nnc(CN3CCCCC3)o2)cc1 | i | i | i | i | i | 2.1 | i | i | 11 | i | i
Nc1ccc(C(=O)c2cccs2)cc1 | i | i | i | i | i | 0.4 | i | i | 22 | i | i
COc1ccc(/C=N/NC(=S)SC)cc1OC | i | i | i | i | i | -0.1 | i | i | -3 | i | i
CCOC(=O)N1CCN(C(=O)c2ccc(C)c(S(=O)(=O)Nc3ccccc3)c2)CC1 | i | i | i | i | i | 0.3 | i | i | 10 | i | i
COc1ccc(CCNC(=O)COc2ccc(S(=O)(=O)N3CCCC3)cc2)cc1 | i | i | i | i | i | -0.2 | i | i | 11 | i | i
COc1cc(C(=O)NCc2nnc(SCC(=O)N3CCc4ccccc43)o2)cc(OC)c1OC | i | i | i | i | i | -1.3 | i | i | 32 | i | i
Cn1cccc1C(=O)OCC(=O)Nc1cccc(S(=O)(=O)N2CCOCC2)c1 | i | i | i | i | i | 0.6 | i | i | 33 | i | i
CC(C)(C)NC(=O)CN(C(=O)CNS(=O)(=O)c1ccccc1)c1ccc2c(c1)OCCO2 | i | i | i | i | i | -0.3 | i | i | 2 | i | i
CCOC(=O)N1CCN(C(=O)c2ccc(N(Cc3ccccc3)S(C)(=O)=O)cc2)CC1 | i | i | i | i | i | 0.0 | i | i | 22 | i | i
Nc1ccc2c(c1)OC1(CCCC1)O2 | i | i | i | i | i | -6.0 | i | i | 14 | i | i
Cc1nnc(CN(C)Cc2cn[nH]c2-c2ccc(-c3ccccc3)cc2)o1 | i | i | i | i | i | 0.7 | i | i | 22 | i | i
CC1CC(C)CN(S(=O)(=O)c2ccc(C(=O)NCc3ccc4c(c3)OCO4)cc2)C1 (stereo not given) | i | i | i | i | i | -0.4 | i | i | 24 | i | i
O=C(NCCS(=O)(=O)NCc1ccc(F)cc1)c1ccc2c(c1)OCO2 | i | i | i | i | i | -0.2 | i | i | 20 | i | i
CCCCC(=O)Nc1ccc(C(=O)Nc2ccc(OC)cc2[N+](=O)[O-])cc1 | i | i | i | i | i | -3.5 | i | i | 13 | i | i
c1ccc(Cn2nnc3c(NCc4ccc5c(c4)OCO5)ncnc32)cc1 | i | i | i | i | i | 0.0 | i | i | 16 | i | i
CN(C)S(=O)(=O)N(CC(=O)NCCSCc1ccccc1)c1ccccc1 | i | i | i | i | i | -0.7 | i | i | 13 | i | i
Nc1nc(SCC(=O)Nc2cccc(Oc3ccccc3)c2)n[nH]1 | i | i | i | i | i | -0.6 | i | i | 26 | i | i
O=C(Nc1ccc2c(c1)C(=O)N(CC1CCCO1)C2=O)c1ccccc1Br (stereo not given) | i | i | x | i | i | 0.4 | i | i | 4 | i | i
CCCOC(=O)CSc1nc(N)c(C#N)c(-c2ccco2)c1C#N | i | i | i | i | i | 0.0 | i | i | 21 | i | i
